TrxR1 substrate: is turned over as a substrate by rat TrxR1. O89049. purified TrxR1 substrate turnover, NADPH consumption readout. Potency, µM (top dose mostly 114 µM), without a hit: top-dose activity change, negative = substrate turnover. 390,000 tested, 0.01% active. AID 588456; further: potency means the concentration at half of the fitted maximal effect; on the % scale 0 is the no-effect control and ±100 the full control effect; nearly all actives have a fitted effect of over 50% in size
Target sequence (O89049 whole entry, looked up): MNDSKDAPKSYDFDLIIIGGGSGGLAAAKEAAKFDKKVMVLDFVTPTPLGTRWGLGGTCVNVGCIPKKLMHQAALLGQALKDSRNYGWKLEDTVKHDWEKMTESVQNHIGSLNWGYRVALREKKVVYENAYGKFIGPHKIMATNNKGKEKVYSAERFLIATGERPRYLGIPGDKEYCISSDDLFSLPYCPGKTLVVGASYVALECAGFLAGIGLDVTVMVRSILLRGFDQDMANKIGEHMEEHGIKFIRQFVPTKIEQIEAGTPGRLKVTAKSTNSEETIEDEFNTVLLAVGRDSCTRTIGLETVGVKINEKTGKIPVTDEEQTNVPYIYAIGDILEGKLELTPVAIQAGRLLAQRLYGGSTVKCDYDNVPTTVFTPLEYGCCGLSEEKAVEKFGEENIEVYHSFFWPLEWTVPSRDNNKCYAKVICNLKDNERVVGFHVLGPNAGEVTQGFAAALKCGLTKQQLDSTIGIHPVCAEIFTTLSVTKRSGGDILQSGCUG
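Rat TrxR1, dispensed at 90 nM, was prereduced with 400 uM NADPH (final) for 5 min at ~22 deg C, then incubated with compound 15 min before 400 uM selenite. A first-read NADPH fluorescence drop versus no-compound background flagged substrates.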
D2 agonist: agonists of human D2 dopamine receptor. activation, % at 2 µM. HEK293 T-REx D2 cells, calcium flux agonist mode. P14416. 340,000 tested, 0.53% active;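 active means activation over 3 SD above normal in the single-dose calcium agonist read, cut at about 30% in these data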; further: 0% is about no effect
Target sequence (P14416 whole entry, looked up): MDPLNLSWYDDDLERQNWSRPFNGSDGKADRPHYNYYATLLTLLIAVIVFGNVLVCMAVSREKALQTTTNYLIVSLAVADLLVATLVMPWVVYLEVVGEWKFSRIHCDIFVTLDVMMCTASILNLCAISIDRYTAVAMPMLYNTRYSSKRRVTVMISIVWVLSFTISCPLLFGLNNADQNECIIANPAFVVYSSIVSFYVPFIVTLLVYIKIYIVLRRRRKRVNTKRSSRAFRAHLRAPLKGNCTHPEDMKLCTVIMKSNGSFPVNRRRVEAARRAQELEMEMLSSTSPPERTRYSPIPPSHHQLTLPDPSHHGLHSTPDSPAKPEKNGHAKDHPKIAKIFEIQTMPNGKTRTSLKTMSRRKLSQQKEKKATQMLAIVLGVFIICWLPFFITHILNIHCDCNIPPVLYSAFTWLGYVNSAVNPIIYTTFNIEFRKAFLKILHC
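HEK293 Trex D2 cells, tetracycline-induced, o/n 30 C 5% CO2; no-wash Ca dye, RT 30–90 min; 10-cycle baseline, 23 nl cpd added, kinetic Ca read 180 s; agonist hits = positive Ca response.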
TrxR1 inh: blocks rat thioredoxin reductase 1; O89049; recombinant rTrxR1, NADPH fluorescence consumption, selenite substrate; Potency, µM (highest dose often 114 µM), for the others: at the highest dose activity change, negative = inhibition, usual class: inhibitors; 390,000 tested, 1% active; further: potency means the concentration at half of the fitted maximal effect; on the % scale 0 is the no-effect control and ±100 the full control effect; nearly all actives have a fitted effect of over 65% in size
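Rat TrxR1 (90 nM in the dispensed reagent) was pre-reduced with 400 uM NADPH for 5 min at room temperature, then incubated with compound for 15 min. After 400 uM selenite was added, NADPH fluorescence (Ex 340/Em 450 nm) was followed for 8 min.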
TRHR agonist: agonists of human TRH receptor; AID 493084; P34981; activation, % at 2 µM; TRHR cells, calcium flux fluo-8, FDSS agonist mode; 360,000 tested, 0.18% active; in the data active means activation above about 30%; further: 0% is about no effect
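TRHR-expressing cells, plated overnight in medium with 10% serum, were loaded with fluo-8 calcium dye at room temperature. After a 10 s baseline, library compound was pin-added and calcium release was recorded kinetically (ex 480/em 530) as agonist response.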
D2 antag: antagonizes the human D2 dopamine receptor; P14416; HEK293 TREx D2 cells, calcium flux, dopamine EC80; inhibition, % at 10 µM; 340,000 tested, 2% active; in the data active means inhibition above about 30%; further: 0% is about no effect
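Compounds are added to dye-loaded, induced HEK293 T-REx cells coupled to calcium release via D2; after a 3 min kinetic read an EC80 dopamine stimulus is given and fluorescence is recorded for 3 more min.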
PI4K2A block: blocks human PI4K2A kinase activity. purified PI4K2A, ADP-Glo luminescence, 1 h; hits give low values. activity change, negative = inhibition, % at 76.9 µM. 420,000 tested, 0.13% active; in the data active means activity change below about -50%; inconclusive means mostly about -30% to -49%;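 further: -100% = wells without enzyme as full effect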
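In this quantitative HTS, ADP production by PI4K2A was quantified luminescently after 1 h at ambient temperature; 100 microM adenosine served as plate-quality control.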
IDH1 R132H inh: blocks human mutant IDH1 R132H enzyme | O75874 | IDH1-R132H enzyme, NADPH consumption, diaphorase/resazurin fluorescence | Potency, µM (doses to about 76.6 µM), inactives show at the top dose activity change, negative = inhibition, actives largely listed as inhibitors | 390,000 tested, 0.093% active; further: potency means the concentration at half of the fitted maximal effect; on the % scale 0 is the no-effect control and ±100 the full control effect; nearly all actives have a fitted effect of over 65% in size
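IDH1-R132H (0.5 ug/mL dispensed) in pH 7.5 Tris buffer was preincubated 30 min with compound, then given a substrate mix of 0.016 mM NADPH and 2 mM alpha-KG for 80 min at room temperature; remaining NADPH was read by diaphorase/resazurin fluorescence.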
TRHR enhancer: allosterically enhances the human TRH receptor | P34981 | TRHR cells, fluo-8 calcium fluorescence, EC20 TRH enhancement | enhancement, % at 2 µM | 360,000 tested, 0.66% active | AID 493056; in the data active means enhancement above about 30%; further: 0% is about no effect
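TRHR-expressing cells loaded with fluo-8 calcium dye were read kinetically (ex 480/em 530) during compound addition, then stimulated with an EC20 of TRH (10 nM final). Enhancement of the Gq-mediated intracellular calcium response was scored.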
USP1 inh: blocks the human USP1/UAF1 deubiquitinase complex | O94782 | AID 743255 | recombinant USP1/UAF1, Ub-Rhodamine cleavage fluorescence | Potency, µM (series often up to 57.1 µM), without a hit: top-dose activity change, negative = inhibition, actives largely listed as inhibitors | 390,000 tested, 0.23% active; further: potency means the concentration at half of the fitted maximal effect; on the % scale 0 is the no-effect control and ±100 the full control effect; nearly all actives have a fitted effect of over 60% in size; inactives centre near -12
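High-throughput fluorogenic screen: 1nM USP1/UAF1 complex, Ub-Rho substrate 150nM final, 50mM HEPES pH 7.8 with 0.5mM EDTA, 0.1 mg/ml BSA, 1mM TCEP and 0.01% Tween-20.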
Starred values were filed as active, the others as inactive; ? = inconclusive; . = not tested or not shown; [ ] = another dose, or the depositor's remark. Unless noted, the call rests on the fitted dose curve; in most records, active means well fitted inhibition curve with a large enough effect; inconclusive means small, poorly fitted or top-dose-only effect; inactive means no such curve, though single readings can be large or run the other way.

SMILES	TrxR1 substrate	D2 agonist	TrxR1 inh	TRHR agonist	D2 antag	PI4K2A block	IDH1 R132H inh	TRHR enhancer	USP1 inh
O=C(c1ccoc1)N1CCC2(CCCN(Cc3ccc(F)c(F)c3)C2)C1 (stereo unspecified)	-4%	-0.3	-13%	1.2	-1	-7	4%	-1	-14%
O=C(COc1ccc2ccccc2c1)Nc1nnc(-c2ccco2)s1	13%	1.5	11%	0.8	-2	5	1%	2	-17%
O=C(NCCc1ccccc1F)C1CC(O)CN1C(=O)Nc1ccccc1 (stereo unspecified)	-1%	0.3	0%	0.3	-18	-1	5%	-1	-14%
CCOCCCn1c(=NC(=O)c2ccc(OC)c(OC)c2)c(C#N)cc2c(=O)n3cccc(C)c3nc21	.	-0.1	.	0.5	6	.	.	-3	.
CN(C(=O)Cn1cnc([N+](=O)[O-])n1)C1CCCCC1	4%	-0.1	20%	0.1	27	2	2%	5	-21%
COc1cc2cc(Oc3ccc4ccc(=O)oc4c3)c(=O)oc2cc1OC(C)=O	3%	-0.6	-1%	0.0	-5	0	-13%	0	-20%
COc1ccc(CC(NC(C)=O)C(=O)NC2CCN(c3nnnn3-c3ccccc3)CC2)cc1OC (stereo unspecified)	.	0.8	.	0.2	-2	.	.	2	.
Cc1ccc(N2C(=O)CS/C2=N\C(=S)Nc2ccccc2)cc1	3%[57.1 µM]	.	17%[57.1 µM]	-0.1	.	1	3%	-13	-14%
CCCOc1ccc(CC(=O)NCCc2ccccc2)cc1OC	-2%	-3.1	17%[11.4 µM]	-2.9	0	1	7%	-3	1%
COc1ccc(-n2c(SCC(=O)Nc3cc(C)on3)nc3c(c2=O)SCC3)cc1	-5%[57.1 µM]	-0.6	9%	-1.2	7	0	17%	-14	-10%
CCOC(=O)c1cc(C(=O)OCC)c(=O)[nH]c1C	-2%	-0.6	-8%	-0.9	-2	0	1%	1	-10%
Cc1cc(C)nc(S/C=C/C(=O)c2ccccc2)n1	8%[57.1 µM]	0.1	1µM*	4.7	-14	-13	-10%	4	0%
c1ccc(CNc2ccccn2)cc1	23%	0.0	21%	0.2	-6	0	1%	-2	-16%
C=CCn1c(SCc2nc3sc(C(=O)O)c(C)c3c(=O)[nH]2)nnc1-c1ccc(F)cc1	-12%	.	-16%	0.2	.	0	0%	-3	-7%
Cc1ccc(Cc2nc3ccccc3nc2SCC(=O)N2CCN(c3ccccc3)CC2)cc1	2%[57.1 µM]	0.0	10%[57.1 µM]	0.2	.	2	0%	4	?
Cc1cccc2c1NC1(CCCC1)CC2C (stereo unspecified)	-8%	0.5	3%	0.7	-8	-6	3%	-2	-2%
CC1=C(C#N)C(NC(=O)c2ccc(C)cc2)(C(F)(F)F)C(=O)N1 (stereo unspecified)	-15%	0.4	-12%	0.0	-4	4	-3%	-5	-7%
CCCC(=O)c1ccc(N2CCN(S(=O)(=O)c3ccccc3)CC2)c(F)c1	0%	.	17%	1.4	.	-7	-5%	-3	2%
COc1ccc(C2CC(c3ccc(Br)cc3)=NN2C(=S)Nc2ccccc2)cc1 (stereo unspecified)	-2%	2.8	-14%	0.1	-22	1	13%	3	-15%
CCNC(=O)NC(=O)C(C)OC(=O)c1ccc(SC)cc1OC (stereo unspecified)	7%[11.4 µM]	1.0	3%[11.4 µM]	-1.4	5	0	11%	10	-17%
Cc1oc2ncnc(N3CCOCC3)c2c1C(=O)NCCc1ccccc1	-1%	-0.2	3%	-1.1	.	6	20%	19	-12%
Cc1csc(=O)n1CC(=O)Nc1ccc(S(C)(=O)=O)cc1	-1%	.	14%	.	.	-7	0%	.	-4%
CCOC(=O)c1ccc(N2C(=O)c3n[nH]c(-c4ccco4)c3C2c2ccc(O)c(OCC)c2)cc1 (stereo unspecified)	-3%	1.1	?	1.3	.	-17	-12%	0	-12%
O=C(CCS(=O)(=O)c1cc(Br)cc2c1N(C(=O)C1CC1)CC2)Nc1ccc(F)cc1	16%	.	29%	-0.7	.	-10	0%	7	-11%
O=C(NC1CCCC1)c1ccc(CSc2nc3cccnc3n2Cc2cccc(F)c2)cc1	3%	-1.8	6%	-0.2	.	-3	2%	-2	-8%
Cc1ccc(Cl)cc1N1CCN(C(=O)c2cc3ccc4cccnc4c3[nH]2)CC1	12%	-0.3	44%	-1.3	.	-76*	13%	30*	-20%
Cc1ccc(CNC(=O)c2ccc3oc(=O)n(Cc4ccccc4)c3c2)cc1	7%[57.1 µM]	1.0	24%[57.1 µM]	0.5	.	3	19%	-6	-24%
COCCN(C(=O)COC(=O)c1ccc(C)s1)c1c(N)n(Cc2ccccc2)c(=O)[nH]c1=O	7%	0.5	9%	-0.4	-9	-2	0%	1	-13%
C#CCOCCOCCOCCNc1nc(N2CCN(C(=O)Cn3cc(CCCCN)nn3)CC2)nc(N2CCN(C(=O)[C@H]([C@@H](C)CC)n3cc(CCCN=C(N)N)nn3)CC2)n1	2%	-0.3	14%	-0.1	-10	-1	-5%	2	?
Cc1cccc(-c2csc(NC(=O)c3cnccn3)c2C(=O)OC(C)C)c1	-11%	-1.7	-18%	-0.1	10	5	9%	5	-7%
Cc1ccc(C)c2[nH]c(=O)c(CN(CCN3CCCC3)C(=O)Nc3cccc(Cl)c3)cc12	6%	0.2	5%	0.0	-15	8	-9%	3	-9%
O=C(c1cnc(Cl)c(Cl)c1)N1CCC(Cc2ccccc2)CC1	-5%	2.8	-4%[57.1 µM]	-0.4	-12	-2	1%	8	2%
CNC(=O)c1cc(C(=O)c2ccccc2Br)c[nH]1	-2%	-0.5	18%	1.0	2	0	12%	-16	-12%
COc1ccc(C(C)=O)cc1COC(=O)CCNS(=O)(=O)c1ccc(C(C)=O)cc1	-9%	0.3	40µM*	0.2	-2	-2	-3%	15	-23%
Cc1nc2c(c(=O)n1CCC(C)C)c1nc3ccccc3nc1n2CC1CCCO1 (stereo unspecified)	61%[activator]	0.1	21%	-0.8	-12	1	2%	4	-16%
CC1=Nn2c(nc(-c3ccccc3)c2-c2ccccc2)N(CC(N)=O)C(=O)C1	11%[57.1 µM]	0.7	6%[57.1 µM]	0.3	10	0	1%	1	-23%
CCN(CC)CCN1C(=O)C2C3c4ccccc4C(c4ccccc43)C2C1=O (stereo unspecified)	8%[57.1 µM]	.	?	0.3	.	-1	4%	3	-3%
O=C(Cc1ccccc1)Nc1ccc(N2CCOCC2)cc1	-4%	0.9	5%	-0.1	11	-20	-1%	3	-4%
CCN(CC)CCNc1nc(-c2cccs2)c(CC(=O)O)s1	7%[57.1 µM]	1.3	14%[57.1 µM]	0.3	-14	1	2%	-6	-26%
Cc1cc(S(N)(=O)=O)c(N)c(S(N)(=O)=O)c1	40%[activator]	14	-1%[57.1 µM]	1.0	29	0	0%	-9	5%
Cc1ccc(C(=O)N2CC(C)OC(C)C2)c(Cl)c1 (stereo unspecified)	-5%	-1.6	-10%	0.3	1	1	11%	9	-6%
Cc1ccc(-c2csc(Cc3nc(-c4cc5ccccc5oc4=O)cs3)n2)cc1	7%[57.1 µM]	0.3	-69%[57.1 µM]	0.7	13	1	4%	-3	?
Cc1cccc(NC(=O)CCc2ccccc2)c1C	6%[57.1 µM]	0.5	12%[57.1 µM]	0.1	0	-1	8%	4	0%
CNc1nc2c(c(=O)[nH]c(=O)n2C)n1CCOC	.	0.9	.	0.1	9	.	.	3	.
COc1ccc(/C=N/NC(=O)CNC(=O)c2ccncc2)cc1	-2%[57.1 µM]	0.1	3%[57.1 µM]	0.8	14	-3	0%	6	-20%
COc1ccc(CCNC(=O)C/C(C)=N/NC(=O)C23CC4CC(CC(C4)C2)C3)cc1OC	-8%	0.0	-4%[57.1 µM]	-0.2	-9	0	12%	-13	-16%
Cn1cnc(S(=O)(=O)N2CCC(C(=O)Nc3ccc(F)cc3F)CC2)c1	1%[57.1 µM]	-1.6	16%[57.1 µM]	0.1	.	5	-10%	0	?
O=c1ccc(Cl)nn1-c1ccccc1	6%[57.1 µM]	.	16%[57.1 µM]	.	.	4	5%	.	0%
CC(C)(C)C1CCc2c(sc(NC(=O)c3cccc(Cl)c3)c2C(=O)NCc2ccco2)C1 (stereo unspecified)	11%	-1.9	31%	-0.7	.	-1	-2%	0	-16%
Cc1nc2nc[nH]n2c(=O)c1NS(=O)(=O)c1ccc(F)cc1	-2%	-1.2	6%	0.1	-12	0	0%	1	-21%
Cc1cc(C)n(-c2ccc(C(=O)Nc3cccc(S(=O)(=O)N(C)C)c3)cc2)n1	5%	-0.5	4%	-0.4	-8	2	1%	1	-6%
C=CCCN([C@@H](C)C(=O)OC)S(=O)(=O)c1ccccc1Br	8%[57.1 µM]	-1.2	6%[57.1 µM]	-0.3	-22	3	-9%	-3	-12%
CC1C=CCC2C(=O)N(c3cccc(C(=O)NCc4ccccc4)c3)C(=O)C12 (stereo unspecified)	6%	0.3	13%	0.3	-10	8	8%	-1	-19%

Five compounds already listed, sorted by length of the SMILES, rising:
SMILES	TrxR1 substrate	D2 agonist	TrxR1 inh	TRHR agonist	D2 antag	PI4K2A block	IDH1 R132H inh	TRHR enhancer	USP1 inh
Cc1nc2nc[nH]n2c(=O)c1NS(=O)(=O)c1ccc(F)cc1	-2%	-1.2	6%	0.1	-12	0	0%	1	-21%
C=CCCN([C@@H](C)C(=O)OC)S(=O)(=O)c1ccccc1Br	8%[57.1 µM]	-1.2	6%[57.1 µM]	-0.3	-22	3	-9%	-3	-12%
Cn1cnc(S(=O)(=O)N2CCC(C(=O)Nc3ccc(F)cc3F)CC2)c1	1%[57.1 µM]	-1.6	16%[57.1 µM]	0.1	.	5	-10%	0	?
CC1C=CCC2C(=O)N(c3cccc(C(=O)NCc4ccccc4)c3)C(=O)C12 (stereo unspecified)	6%	0.3	13%	0.3	-10	8	8%	-1	-19%
COc1ccc(CCNC(=O)C/C(C)=N/NC(=O)C23CC4CC(CC(C4)C2)C3)cc1OC	-8%	0.0	-4%[57.1 µM]	-0.2	-9	0	12%	-13	-16%

Random draw from the library, and some 3.9% of all compounds hit somewhere here.
